MmCpn inh – M. maripaludis TRiC chaperonin inhibition; purified Mm-Cpn ATPase, ADP Transcreener TR-FRET; Potency, µM (series often up to 76.9 µM), for the others: at the highest dose activity, negative = inhibition, usual class: inhibitors; 330,000 tested, 0.031% active; also: potency is read from the fitted curve at half-maximal effect; % is scaled to controls: 0 for no effect and ±100 for the full control effect; nearly all actives have a fitted effect of over 80% in size
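ATP (10 uM final) was added to archaeal chaperonin (25 nM final) after 10 min exposure to test compound at 37°C; after 30 min further incubation, ADP was detected by competitive TR-FRET.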
GLP1R cytotox – cytotoxic in the GLP-1 receptor inverse agonist counter-screen | HEK293 cAMP-luciferase reporter cells, luminescence, 24 h | Potency, µM (doses to about 38.3 µM), inactives show at the top dose activity change, negative = inhibition, most hits filed as inhibitors | 410,000 tested, 0.13% active | AID 624418;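 also: loss of luciferase light is scored as toxicity; potency is read from the fitted curve at half-maximal effect; % is scaled to controls: 0 for no effect and ±100 for the full control effect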
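Here, cytotoxicity is scored as loss of luminescence. The MLSMR collection was tested on cells seeded in medium containing 10% Nu serum, with a 24 hr compound exposure preceded by 12 hours of culture.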
Abeta yeast res – compounds reversing amyloid beta toxicity in yeast; yeast expressing A-beta42, growth rescue, OD600, 48 h; response scale: 0% DMSO, 100% iron-clioquinol control; Potency, µM (series often up to 46.1 µM), for the others: at the top dose growth rescue, most hits filed as activators; 410,000 tested, 0.063% active; AID 1347071; also: potency is read from the fitted curve at half-maximal effect; nearly all actives have a fitted effect of over 55% in size
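Yeast growth medium received pinned compounds, then yeast cells expressing toxic A-beta were added; plates incubated at 30 C for 48 hr. Growth read as absorbance at 600 nm, normalized to DMSO and equimolar FeCl3 plus clioquinol controls.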
GLP1R inv ag – GLP-1 receptor (human) inverse agonism | P43220 | HEK293 GLP-1R CRE-luciferase, luminescence, 24 h; GLP-1R form is constitutively active | Potency, µM (doses to about 38.3 µM), without a hit: at the top dose activity change, negative = inhibition, actives largely listed as inhibitors | 410,000 tested, 1.6% active; also: potency is read from the fitted curve at half-maximal effect; % is scaled to controls: 0 for no effect and ±100 for the full control effect; nearly all actives have a fitted effect of over 55% in size
Target sequence (P43220 whole entry, looked up): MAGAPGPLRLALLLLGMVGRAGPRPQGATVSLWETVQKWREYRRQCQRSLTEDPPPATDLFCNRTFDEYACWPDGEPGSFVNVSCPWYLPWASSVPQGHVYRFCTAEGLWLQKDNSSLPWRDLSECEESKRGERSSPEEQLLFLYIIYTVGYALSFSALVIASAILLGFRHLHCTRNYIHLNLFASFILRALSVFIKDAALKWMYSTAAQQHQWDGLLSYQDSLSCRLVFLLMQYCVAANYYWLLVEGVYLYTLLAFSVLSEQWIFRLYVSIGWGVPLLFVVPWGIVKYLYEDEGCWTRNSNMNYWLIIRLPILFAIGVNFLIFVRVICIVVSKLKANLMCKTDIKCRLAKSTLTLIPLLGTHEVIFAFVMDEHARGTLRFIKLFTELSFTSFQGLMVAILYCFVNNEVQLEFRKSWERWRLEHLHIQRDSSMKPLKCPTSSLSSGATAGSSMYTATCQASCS
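Constitutively active GLP-1R drives a cAMP-responsive luciferase in stably transfected HEK293 cells; test compounds are added after overnight (12 h) attachment and left 24 hr, and signal loss in luminescence marks inhibition.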
PTHR1 agonist – activates the human parathyroid hormone receptor PTHR1; Q03431; Potency, µM (series often up to 115 µM), without a hit: at the highest dose activation, hits mostly activators; HEK293 GP2 PTHR1 cells, GloSensor cAMP luminescence, 1 h; 410,000 tested, 0.075% active; AID 743266; also: potency is read from the fitted curve at half-maximal effect; nearly all actives have a fitted effect of over 55% in size; some results filed as inactive show a strong effect at the top dose; inactives centre near -15; many of its hits are not listed in these tables
Target sequence (Q03431 whole entry, looked up): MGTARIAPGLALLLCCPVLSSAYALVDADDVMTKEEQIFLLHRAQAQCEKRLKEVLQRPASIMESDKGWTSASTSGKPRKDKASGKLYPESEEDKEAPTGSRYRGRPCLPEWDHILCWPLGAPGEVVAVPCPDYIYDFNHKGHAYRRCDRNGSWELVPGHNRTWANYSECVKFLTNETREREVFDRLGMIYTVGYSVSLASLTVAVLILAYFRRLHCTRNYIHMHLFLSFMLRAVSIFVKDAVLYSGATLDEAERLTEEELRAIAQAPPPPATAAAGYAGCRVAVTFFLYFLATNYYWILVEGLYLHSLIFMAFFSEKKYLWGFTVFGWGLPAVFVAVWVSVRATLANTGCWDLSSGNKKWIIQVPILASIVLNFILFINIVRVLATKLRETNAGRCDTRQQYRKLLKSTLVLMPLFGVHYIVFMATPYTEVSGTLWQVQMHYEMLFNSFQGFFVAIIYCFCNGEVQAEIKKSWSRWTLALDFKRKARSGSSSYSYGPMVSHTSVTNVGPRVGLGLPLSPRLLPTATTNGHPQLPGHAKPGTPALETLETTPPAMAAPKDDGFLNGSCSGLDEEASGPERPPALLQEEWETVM
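HEK-293-derived GP2 cells expressing PTHR1 and a GloSensor cAMP reporter, 3,000/well, plated overnight, given luciferin plus IBMX (each 0.5 mM as added) for 1 h at 37 °C, then compound for 1 h at 37 °C. Luminescence was read after 15 min at room temperature.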
TDP-43 yeast inh – TDP-43 toxicity inhibition in yeast; Potency, µM (highest dose often 46.1 µM), for inactives: top-dose growth rescue (activation), actives largely listed as activators; AID 652104; TDP-43 expressing yeast growth rescue, BacTiter-Glo, 24 h; 410,000 tested, 1.8% active; also: potency is read from the fitted curve at half-maximal effect; % of control where 0% means no effect; nearly all actives have a fitted effect of over 50% in size
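Luminescence from BacTiter-Glo reports growth of TDP-43-expressing yeast after 24 hr at 30 deg C with compound. Cells were raffinose-pregrown to mid-log, then seeded in galactose medium at OD600=0.02.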
Akt phos inh – blocks phosphorylation of Akt. Neuro2A IGF-stimulated pAkt S473 HTRF, 20 min; hits give low values. activity change, % for hits at 50 µM. 360,000 tested, 0.32% active; in the data active = activity change below about -80%; inconclusive = mostly about -51% to -80%; also: % is scaled to controls: 0 for no effect and ±100 for the full control effect
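Neuro2A cells (4,500/well, DMEM with 0.5% FBS) were treated with compound at a single 50 µM final concentration, stimulated with 6 nM IGF for 20 min at 37 °C, and lysed. Phospho-Akt Ser473 was read by HTRF as 665/615 ratio ×10^4.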
FUS suppressor – rescues growth of FUS-expressing yeast; 390,000 tested, 0.24% active; AID 1347120; S. cerevisiae FUS-expressing, growth rescue, OD600, 24 h; Potency, µM (titrated, usually from 76.6 µM), inactives show at the top dose growth rescue (activation), usual class: activators;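 also: potency is read from the fitted curve at half-maximal effect; plate controls were DMSO vehicle for no effect and reference control for full effect; nearly all actives have a fitted effect of over 55% in size; some results filed as inactive show a strong effect at the top dose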
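Toxicity suppression screen in FUS-yeast. Cells induced with 2% galactose, starting OD 0.005, treated 24hr at 30C with compounds at multiple final concentrations; growth by OD600.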
aSyn rescue – rescues yeast growth from alpha-synuclein toxicity | Potency, µM (titrated, usually from 46.1 µM), for inactives: at the top dose growth rescue (activation), actives largely listed as activators | Yeast expressing alpha-synuclein, growth rescue, BacTiter-Glo, 24 h | 370,000 tested, 0.14% active; also: potency is read from the fitted curve at half-maximal effect; % of control where 0% means no effect; nearly all actives have a fitted effect of over 65% in size
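Galactose-induced alpha-syn yeast (OD600=0.02, raffinose-pregrown) + pinned cpd, 24 hr, 30 deg C; growth by BacTiter-Glo luminescence. Growth restoration scores as activation.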
* hit, by the source's call; i = inactive; ? = inconclusive; . = no result given; & = joins results of further samples; [ ] = remark or other dose. Unless noted, calls follow the shape of the dose curve; as a rule, active = well fitted curve in the direction sought with a large enough effect; inconclusive = small, poorly fitted or top-dose-only effect, or another doubt; inactive = no such curve, though single readings can be large; an effect the other way counts as inactive or inconclusive. A portion of the library, so the mix of outcomes need not match the whole.

SMILES	MmCpn inh	GLP1R cytotox	Abeta yeast res	GLP1R inv ag	PTHR1 agonist	TDP-43 yeast inh	Akt phos inh	FUS suppressor	aSyn rescue
Cn1c(SCC(=O)Nc2ccc3c(c2)OCCO3)nnc1C(F)(F)F	-4%	-5%	4%	18%	-19%	19%	i	-13%	1%
Cc1nn(Cc2ccc(Cl)cc2Cl)c(C)c1NC(=O)c1nc2n(n1)C(C(F)F)CC(C)N2 (configuration not stated)	0%	-4%	10%	-20%	i	3%	.	20%	0%
CCC(=O)c1ccc(N2CCN(C(=O)c3ccccc3F)CC2)c(F)c1	-1%	0%	-13%	3%	-18%	?	i	19%	7%
Cn1c(=O)c2c(nc(NCCCO)n2CCc2ccccc2)n(C)c1=O	0%	-1%	8%	-14%	-19%	-9%	i	4%	-1%
CC(C)C(=O)Nc1ccc2oc(=O)ccc2c1	3%	7%[7.66 µM]	-1%	14%[7.66 µM]	i	3%	i	13%	-8%
CCOC(=O)N1CCC(N2Cc3cccc(C(=O)N4CCN(c5cccc(C)c5C)CC4)c3C2=O)CC1	1%	-8%	2%	?	-5%	0%	i	36%	4%
CCN(CC)CCC(c1ccc(N(C)C)cc1)c1c(OC)cc(OC)c2c(-c3ccccc3)cc(=O)oc12 (configuration not stated)	0%	-7%	4%	-23%	-34%[inhibitor]	8%	i	14%	-2%
COc1ccccc1CNC(=O)C1CCN(S(=O)(=O)c2ccc3c(c2)CC(C)N3C(C)=O)CC1 (configuration not stated)	0%	-9%	10%	8%	i	-1%	i	7%	-10%
CCN(CC)S(=O)(=O)c1ccc(C(=O)NCc2ccc3[nH]c4c(c3c2)CCCC4)cc1	0%	-4%	2%	3%	i	0%	i	37%	2%
CCOC(=O)c1oc2ccccc2c1CN1CCN(C)CC1	-1%	-6%	-14%	4%	i	-26%	i	?	-3%
O=C(OCC1OC(n2ncc(=O)[nH]c2=O)C(OC(=O)c2ccccc2)C1OC(=O)c1ccccc1)c1ccccc1 (configuration not stated)	1%	-8%	-16%	-23%	-33%[inhibitor]	5%	i	?	15%
CC(=O)C1=C(O)C(=O)N(Cc2ccccc2)C1c1ccc(N(C)C)cc1 (configuration not stated)	-1%	-2%	-24%	-19%	i	-29%	i	-3%	-2%
CCCCC(=O)Nc1ccc(Br)cn1	0%	-13%	-12%	1%	i	0%	i	-12%	-5%
COc1cc(C(O)P(=O)(OC2CCCCC2)c2ccc(N(C)C)cc2)cc(OC)c1OC (configuration not stated)	0%	-12%	12%	0%	-6%	8%	i	23%	4%
O=c1cc(CSc2n[nH]c(-c3ccccc3)n2)[nH]c2ccccc12	.	1%	-2%	28%	-84%[inhibitor]	-7%	.	-6%	.
CC(=O)NCCn1c(SCc2cc(F)ccc2F)nc2ccccc2c1=O	1%	-14%	11%	-2%	-22%[57.5 µM]	9%	i	6%	0%
Cc1ccc(-c2cc(C(=O)N/N=C/C=C/c3ccco3)c3ccccc3n2)cc1C	1%	-8%	-12%	?	i	-14%	i	23%	-9%
O=S(=O)(c1ccc(Br)cc1)N1CCCC1c1nc2ccccc2s1 (configuration not stated)	-1%	-3%	-2%	?	-8%[57.5 µM]	24%	i	10%	-9%
COc1cc(-c2noc(C)c2-c2ccc3[nH]ccc3c2)cc(OC)c1OC	2%	-14%	-16%	-44%	-38%[inhibitor]	?	i	?	-30%
O=S(=O)(c1ccc(Cl)cc1)n1cccn1	2%	14%	-15%	-3%	-3%	-3%	i	12%	-10%
Cc1[nH]c2ccccc2c1/C=N/Nc1nc(Nc2ccc(F)cc2)nc(N2CCOCC2)n1	-3%	19%	-3%	?	i	-2%	i	32%	-12%
Cc1ccc(Cl)cc1NC(=O)[C@@H]1CCC(=O)N1C1OC(=O)c2ccccc21 (some centres not stated)	2%	2%	-4%	-27%	-9%	17%	i	-3%	1%
CC1CCCN(S(=O)(=O)c2ccc(N3CCCCS3(=O)=O)cc2)C1 (configuration not stated)	.	-13%	-17%	1%	i	-8%[9.22 µM]	.	-16%	.
COc1cc2[nH]c(=S)nc(NCc3ccc(Cl)cc3)c2cc1OC	0%	-12%	-22%	1%	i	-16%	i	-25%	-30%[inhibitor]
Cc1ccc(NC(=S)N2C3CCCC2CC(NC(=O)C2CC2)C3)cc1C (configuration not stated)	-3%	-4%	-7%	-28%	i	-11%	i	8%	-2%
SMILES	MmCpn inh	GLP1R cytotox	Abeta yeast res	GLP1R inv ag	PTHR1 agonist	TDP-43 yeast inh	Akt phos inh	FUS suppressor	aSyn rescue
CCCCn1c2ccc(F)cc2c2nnc(SCCN(CC)CC)nc21	.	2%	-30%	21%	-34%[inhibitor]	-16%	.	-5%	.
COC(=O)c1cc(Cl)ccc1NC(=O)CSc1ncc(S(=O)(=O)c2ccc(Br)cc2)c(=O)[nH]1	.	2%	-1%	-1%	-11%	14%	.	?	.
NS(=O)(=O)c1ccc(CCNS(=O)(=O)c2cccc(C(=O)O)c2)cc1	0%	2%	10%	8%	18%	1%	i	24%	1%
CC(=O)Nc1ccc(NS(=O)(=O)c2c(C)nc3sccn3c2=O)cc1	.	4%	-2%	7%	-7%	7%	.	-4%	.
CCOC(=O)c1nc(-c2ccc(OC)c(OC)c2)cnc1C#N	-1%	-2%[1.53 µM]	1%	19%	i	11%	i	-4%	2%
Cc1nn(C)c(Cl)c1CN1CCC(Oc2ccc(C(=O)N3CCCC3)cc2)CC1	-7%	-4%	11%	-9%	i	0%	i	.	8%
COc1ccccc1S(=O)(=O)c1c(C)cc(C)[nH]c1=O	-1%	-14%	-9%	-20%	i	2%	i	-2%	-2%
O=C(CCS(=O)(=O)c1ccccc1)N(CCCN1CCOCC1)c1nc2ccc(F)cc2s1	-1%	?	0%	?	i	0%	i	10%	6%
Cc1nn2c(=O)cc(COC(=O)c3cccc(NC(=O)COc4ccccc4C)c3)nc2s1	.	12%	1%	?	-36%	20%	.	2%	.
OCCC#Cc1ccc(CN2CCN(Cc3ccccc3)C(CCO)C2)cc1 (configuration not stated)	1%	-8%	-15%	-28%	-19%	-9%	i	-6%	-2%
CC(C)(C)c1ccc(OCCOCCn2cnc3ccccc3c2=O)cc1	-1%	-8%	-8%	?	-18%	18%	i	?	10%
CC(=O)Oc1ccc(-c2nc3ccccc3c(=O)o2)cc1	-1%	12%	-23%	2%	-21%	?	i	13%	-7%
Cc1ccc(C)c(Cn2c3ccccc3c3cnn(CC(=O)N4CCCCC4)c(=O)c32)c1	.	-2%	-1%	-5%	-16%	20%	.	-13%	.
Cc1ccc(CC(NC(=O)c2ccccc2)C(=O)NC(CC(C)C)C(=O)O)cc1 (configuration not stated)	1%	1%	-12%	-13%	0%	-10%	i	16%	-3%
COC(=O)c1cccc(NC(=O)Cn2cnc3ccccc3c2=O)c1	-2%	-17%	22%	0%	-9%[57.5 µM]	-21%	.	23%	3%
CC1=NN(c2ccccc2)C(=O)/C1=C\c1cn(C)c2ccccc12	0%	-1%	-12%	-8%	-28%	24%[9.22 µM]	i	-1%	-1%
Cc1ccc2c(c1)sc1nc(=O)n(-c3ccc(Cl)cc3)c(=O)n12	0%	-2%&4%	3%&-7%	8%&51%	i	15%&16%	i	-27%&8%	-7%
O=C1C=C(O)c2cccc3cccc1c23	-26%	-4%	?	-22%	i	.	i	29%	-8%
O=C(CCCCCn1c(=S)[nH]c2cc3c(cc2c1=O)OCO3)N1CCN(Cc2ccccc2)CC1	-2%	-20%	-2%	-6%	-3%	18%	i	13%	0%
Cc1cc(Nc2cccc(F)c2)nc(N2CCOCC2)n1	0%	1%	7%	?	-8%	9%	i	0%	0%
Cn1c(=O)oc2cc(S(=O)(=O)NCc3ccncc3)ccc21	0%	3%	2%	4%	-38%[inhibitor]	0%	i	-3%	-1%
COc1ccc(NC(=O)CCCS(=O)(=O)c2nc(-c3ccccc3OC)cc(C(F)(F)F)n2)c(OC)c1	.	1%	-7%	9%	i	?	.	-11%	.
CCCCCCCCN1C(=O)[C@H](CC(=O)N2CCN(C(=O)c3ccco3)CC2)C[C@@]2(C(=O)OC)CC(C)(C)CC=C12	.	-20%	21%	?	-39%[inhibitor]	-90%[inhibitor]	i	?	-59%[inhibitor]
Cc1ccc(N2NC(=O)/C(=C\c3cc4c(cc3[N+](=O)[O-])OCO4)C2=O)cc1C	1%	2%	-9%	4%	i	-17%	i	19%	7%
COc1cc(C(=O)NCCC(=O)NCc2ccc3c(c2)OCO3)cc(OC)c1OC	-4%	10%	-27%	-16%	-12%	-4%	i	29%	-3%
CC(=O)Nc1ccc2c(c1)-c1ccc(F)cc1C2=O	.	-4%	0%	13%	i	19%	i	.	-7%
Cc1ccc2nc(C(F)OC(F)(F)F)[nH]c2c1 (configuration not stated)	.	4%	4%	2%	i	-24%	i	18%	5%
CC1=CC(C)(C)Nc2ccc(OC(=O)CCN3C(=O)c4ccccc4C3=O)cc21	0%	-1%	5%	40%[activator]	-4%	?	i	?	?
CCC1CCCN1Cn1cnc2c([nH]c3ccc(Cl)cc32)c1=O (configuration not stated)	1%	3%[1.53 µM]	-13%	3%	i	4%	i	2%	1%
Cc1ccccc1NS(=O)(=O)c1ccc(C)c(C(N)=O)c1	-1%	-2%	16%	-6%	i	8%	.	-13%	.

Quoted from the listing:
Value of `CC(=O)Oc1ccc(-c2nc3ccccc3c(=O)o2)cc1` under PTHR1 agonist: -21%
Value of `Cc1ccc(N2NC(=O)/C(=C\c3cc4c(cc3[N+](=O)[O-])OCO4)C2=O)cc1C` under GLP1R inv ag: 4%

Compound activity deposited in PubChem BioAssay by National Center for Advancing Translational Sciences (NCATS).
